STAT1 activator = increases IFN-gamma driven STAT1 reporter signal | NIH 3T3 STAT1-luciferase reporter, luminescence; 100% = IFN-gamma alone, no compound | activation (% of control), % at 5.5 µM | actives 2.6% (n = 200,000) | AID 932;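 active = activation above the screen-wide mean activation plus 3 SD, cut at about 130% in these data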;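 also: raw ratio to IFN-gamma control signal so 100% means no change and 0% no light; values of inactives mirror those of a sister screen read the other way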
G6PDH CS = L. mesenteroides G6PDH inhibition counter-screen; Purified L. mesenteroides G6PDH, diaphorase/resazurin coupled fluorescence, 45 min; inhibition, % at 5 µM; actives 0.12% (n = 200,000); AID 1020; in the data active = inhibition above about 50%
FLuc act counter = firefly luciferase counter-screen for stimulation assays. activation factor at 10 µM. 200,000 tested, under 10 active. AID 1027. ATPlite luciferase biochemical, luminescence, 10 min; 0 = ATP-free wells, 1 = DMSO control;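 active = luciferase activation factor, scaled between plate controls, of at least 2 with compound at 10 µM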
Target sequence (P08659 whole entry, looked up): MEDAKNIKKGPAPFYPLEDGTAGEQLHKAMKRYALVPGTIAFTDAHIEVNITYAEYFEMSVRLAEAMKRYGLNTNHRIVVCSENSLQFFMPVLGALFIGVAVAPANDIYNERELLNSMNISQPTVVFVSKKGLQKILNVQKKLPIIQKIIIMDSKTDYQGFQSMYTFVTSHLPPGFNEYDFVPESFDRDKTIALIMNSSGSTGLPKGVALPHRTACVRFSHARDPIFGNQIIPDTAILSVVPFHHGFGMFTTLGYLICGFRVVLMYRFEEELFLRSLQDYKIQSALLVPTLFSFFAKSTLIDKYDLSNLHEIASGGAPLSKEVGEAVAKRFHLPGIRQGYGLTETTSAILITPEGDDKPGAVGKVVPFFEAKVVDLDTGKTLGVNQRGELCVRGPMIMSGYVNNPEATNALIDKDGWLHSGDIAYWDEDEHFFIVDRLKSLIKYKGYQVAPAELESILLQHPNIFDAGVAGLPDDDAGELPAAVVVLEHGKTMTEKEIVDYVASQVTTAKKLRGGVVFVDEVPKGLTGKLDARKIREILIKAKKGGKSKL
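System: Luciferase/luciferin detection reagent, cell-free biochemical luciferase assay | Medium: PBS buffer for ATP | Dosing: Test compounds dosed from 2 mM stocks in 100% DMSO | Timing: 10 min at ambient temperature | Signal: Luminescence measurement of luciferase light output | Evaluation: Luciferase activation, seen as luminescence increase over controls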
FLuc inhib CS = Photinus pyralis luciferase inhibition counter-screen | inhibition, % at 10 µM | actives 1.5% (n = 200,000) | ATPLite firefly luciferase biochemical luminescence, 10 min;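 active = inhibition above about 50% when tested at 10 µM, limit read from the data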
TLR4-MyD88 BLA = TLR4-MyD88 interaction inhibition in cells; O00206+Q99836; HeLa CL3-4 TLR4/MyD88 BLA complementation, FRET ratio; inhibition, % at 8.4 µM; actives 0.18% (n = 200,000); AID 861; in the data active = inhibition above about 25%;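 also: 0% = vehicle and 100% = reference inhibitor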
APP 5UTR inh = APP translation inhibition; SH-SY5Y APP 5'UTR-luciferase reporter, luminescence; inhibition, % at 2 µM; actives 0.82% (n = 190,000); AID 1285;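 active = inhibition above a set limit, derived from the sample mean plus 3 SD, cut at about 45% in these data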; also: values of inactives mirror those of a sister screen read the other way
Diaphorase inh = diaphorase inhibition or chemical oxidation counter-screen; diaphorase resazurin-to-resorufin fluorescence, NADH, 16 min; bacterial (C. kluyveri) enzyme, not human; inhibition, % at 20 µM; actives 0.69% (n = 190,000);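 active = primary screen inhibition at 20 µM above a set limit, cut at about 50% in these data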;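 also: plate controls were DMSO with full reaction for no effect and wells lacking NADH for full effect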
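Assay system: diaphorase enzyme from Clostridium kluyveri. Quantity: enzyme working solution with 0.14 U/mL diaphorase. Schedule: reaction incubation of 16 min at room temperature. Technique: resorufin fluorescence, excitation 544 nm, emission 590 nm. Controls: No-NADH positive control and DMSO neutral control.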
APP 5'UTR act = activates APP 5'UTR luciferase reporter; activation, % at 2 µM; SH-SY5Y APP 5'UTR luciferase reporter, luminescence; zero percent = DMSO vehicle wells; actives 1% (n = 190,000);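 active = activation above a set limit, based on mean plus 3 SD of controls, cut at about 140% in these data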; also: values of inactives mirror those of a sister screen read the other way
Diaph act CS = diaphorase activation or chemical reduction counter-screen; Diaphorase/resazurin coupled assay, resorufin fluorescence, 16 min; active compounds read high; 1 = vehicle wells, 0 = NADH-free wells; activation factor at 20 µM; actives 0.005% (n = 190,000); AID 1229;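 active = diaphorase activity raised at least twofold by the compound at 20 µM; inactive = activation factor below 2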
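Measured by – red resorufin fluorescence at 544/590 nm excitation/emission · Test system – Clostridium kluyveri diaphorase, purified enzyme · Incubation – reaction time 16 min, room temperature · Buffer or medium – 50 mM HEPES pH 7.4 with 4.542 mM MgCl2, 0.005% Tween 20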
NF-kB expr up = raises NF-kB expression in human neuronal cells; NF-kB reporter expression; active compounds read high; fold change at 12.5 µM; actives 1.6% (n = 190,000); in the data active = fold change above about 3.3
Active calls of the source: *; . = no result given. This is a random part of the collection, and some 5.6% of all compounds hit somewhere here.

SMILES	STAT1 activator	G6PDH CS	FLuc act counter	FLuc inhib CS	TLR4-MyD88 BLA	APP 5UTR inh	Diaphorase inh	APP 5'UTR act	Diaph act CS	NF-kB expr up
COC(=O)Cc1ccc(NC(=S)N2CCN(c3ccc(F)cc3)CC2)cc1	84	12	1	-2	-7	-6	5	6	1	1
CCCn1c(=N)n(CC(=O)c2ccc([N+](=O)[O-])cc2)c2ccccc21	105	-6	1.1	-5	17	5	4	-5	1	0.71
O=C(CSc1nc2ncccc2[nH]1)c1ccc(F)cc1	111	13	1	1	2	-18	-18	18	1.2	1.8
O=c1c2ccccc2nnn1CSc1nnnn1-c1ccc(O)cc1	99	-3	1	2	-13	-11	-4	11	1	1.1
O=C1S/C(=C/c2ccccc2)C(=O)N1CC(O)Cn1c2ccccc2c2ccccc21 (centres undefined)	100	-2	1.1	-6	17	-36	17	36	0.8	0.9
COC(=O)CSc1nc2ccc(N)cc2s1	91	14	0.9	5	11	9	38	-9	0.6	1.2
Cc1cccc(NC(=S)N(CCCN2CCOCC2)Cc2cn(C)c3ccccc23)c1	100	-7	1.1	-8	-1	1	16	-1	0.8	1.1
Cc1c(N=Cc2c(O)n(C3CCCCC3)c(=O)[nH]c2=O)c(=O)n(-c2ccccc2)n1C	86	1	1.1	-11	-17	-10	14	10	0.9	1.2
CC1(C)CC(=O)C2=C(C1)Nc1ccccc1NC2	106	5	1	-3	1	0	31	0	0.7	1
COc1cccc(C(C(=O)NC2CCCCC2)N(CCN2CCOCC2)C(=O)C2COc3ccccc3O2)c1 (centres undefined)	97	9	1	-5	-1	6	13	-6	0.9	0.88
O=C(NCCN1CCOCC1)NC1(C(F)(F)F)Oc2ccc(Cl)cc2O1 (centres undefined)	106	-8	1	-2	10	50*	49	-49	0.5	2
COCCN(C(=S)Nc1cc(C)cc(C)c1)C(C)c1ccco1 (centres undefined)	106	4	1.1	-10	-12	-6	8	5	0.9	1.2
CCOc1ccc2[nH]c(S(=O)(=O)CC)nc2c1Cl	94	1	1	-2	15	3	3	-3	1	0.97
O=C(Oc1ccccc1N1C(=O)C2CC=CCC2C1=O)c1ccc(Br)cc1 (centres undefined)	91	13	1	-2	-4	4	4	-4	1	1.4
COC(=O)C1=CN(Cc2ccc(OC)cc2)C=C(C(=O)OC)C1c1cccs1	77	12	1	0	-10	0	8	0	0.9	1
Cc1nnc(SCC(=O)NNC(=O)c2ccccc2)n1-c1ccccc1	105	9	1	2	9	-3	10	3	0.9	1
O=C(CN1CCN(c2ccc(O)cc2)CC1)NC(c1ccccc1)c1ccccc1	102	10	1	-4	-13	-2	36	2	0.6	2.5
CCc1nnc(NC(=O)CSc2nnc(-c3ccc(S(=O)(=O)N4CCCC4)cc3)n2CC)s1	89	6	1	-4	2	1	13	-1	0.9	1.2
CCOCCCNC(=O)C(NC(=O)c1ccccc1O)c1ccccc1 (centres undefined)	103	5	1.1	-12	3	0	-2	0	1	0.87
CCOc1ccc2c(c1)C(C)=CC(C)(C)N2C(=O)Nc1ccccc1F	101	9	1	0	4	-7	42	7	0.6	1.2
O=C(CSc1ccc(-c2ccco2)nn1)NCc1ccccc1Cl	99	-32	1	2	0	0	22	0	0.8	0.84
O=C(Nc1ccccc1Cl)N1CCN(c2ccc3nncn3n2)CC1	95	2	1.1	-7	7	-7	15	7	0.9	0.92
Cc1ccc(-c2ccc(CCC(=O)O)n2NC(=O)c2cccs2)cc1	99	22	0.9	7	3	-22	3	22	1	1.1
Cc1cc(C)n2nc(C(=O)OCC(=O)c3cc(C)n(C)c3C)nc2n1	102	7	1.1	-9	3	-4	-4	4	1	0.97
CCOC(=O)/C(=N\Nc1cc(Cl)ccc1Cl)N1CCN(CC)CC1	96	3	1.1	-9	-3	12	12	-12	0.9	1.1
Cc1cc2ccc(C)c(C)c2nc1SCC(=O)c1cccs1	81	-53	1.1	-5	8	2	11	-2	0.9	0.71
COc1ccccc1CN(C)C(=O)C1(c2ccc(Cl)cc2)CC1	96	-10	1	-4	-20	-2	14	3	0.9	0.96
Cc1ccc(S(=O)(=O)NCC(=O)NCC(=O)OCC(=O)NC(=O)NC(C)(C)C)cc1C	90	4	1.1	-9	-9	-11	0	11	1	0.93
COc1ccc(C(=O)NCC(=O)OCC(=O)NC(=O)NC2CCCCC2)cc1OC	109	20	1.1	-6	11	-3	8	3	0.9	1.1
COc1ccc(S(=O)(=O)NCC2CCCN(C(=O)c3ccco3)C2)cc1 (centres undefined)	104	13	1.1	-7	0	5	-2	-5	1	1.2
CCNC(=O)c1ccc(N(C)S(=O)(=O)c2cccs2)cc1	106	10	1	-3	3	-13	-6	13	1.1	0.96
FC(F)(F)c1cc(Oc2ccc(Cl)cc2)nc(-c2ccccn2)n1	98	3	1.1	-10	4	-1	7	1	0.9	1
Cc1nnc(NC(=O)c2ccncc2)s1	96	0	1	-3	-4	.	6	.	0.9	1.2
Cc1ccc(NC(=O)CCC(=O)NNC(=O)c2cccs2)cc1C	99	1	1	-4	-5	3	20	-3	0.8	1.2
Fc1ccc(CN2CCN(C(=S)NCCc3ccccc3)CC2)c(Cl)c1	98	3	1.1	-8	-4	-2	12	2	0.9	1.1
CC(C)c1ccc(-c2nnn(CCC#N)n2)cc1	119	0	1	-2	17	-1	5	1	1	.
COc1cc(NS(=O)(=O)c2ccc(NC(C)=O)cc2)ncn1	101	-1	1	-2	-2	10	8	-10	0.9	1.2
O=C(C1CCCCN1S(=O)(=O)c1ccccc1)N1CCN(Cc2ccccc2)CC1 (centres undefined)	98	1	1.1	-8	-2	12	6	-12	0.9	0.99
CC(/C=N/NC(=O)c1cccnc1)=C\c1ccccc1	127	1	0.4	65*	7	-21	-7	21	1.1	1.8
COc1ccc(-c2ccc(SCc3cccnc3)nn2)cc1OC	99	0	1	5	1	-22	0	22	1	1
O=C(O)c1cc(-c2ccccc2)n(-c2ccc(Cl)cc2)n1	98	6	1	-2	-2	4	-1	-4	1	1
O=C(c1cn[nH]c1)N1CCc2c([nH]c3ccccc23)C1c1c(F)cccc1Cl (centres undefined)	86	8	1	-5	-16	-14	31	15	0.7	0.78
COCCNC(=O)COc1ccc(Nc2ccccc2)cc1	97	4	1	1	4	-7	2	7	1	1.2
O=C(NC1C/C(=N/O)c2cc3c(cc21)OCO3)C(F)(F)F (centres undefined)	102	0	1.1	-7	-17	19	5	-19	0.9	1.1
O=C(/C=C/c1ccc(Cl)cc1)NCc1ccco1	113	4	0.9	12	-5	-21	13	21	0.9	1.8
CCOc1ccc(C(=O)Nc2ccc(S(=O)(=O)N3CCOCC3)cc2)cc1OCC	93	7	1.1	-6	-3	10	8	-10	0.9	0.8
CCCCCC(=O)Nc1ccc(Cc2ccncc2)cc1	105	8	1.1	-7	1	-2	2	2	1	1.1
Cc1ccc(Oc2cc(C)nc(-c3ccccc3O)n2)cc1	94	13	1	-3	11	16	28	-17	0.7	1.4
CCOC(=O)CSc1c(-c2ccccc2)c2cc(Cl)ccc2[nH]c1=O	97	-9	1.1	-6	5	-8	15	8	0.9	0.82
COc1ccc(C)cc1NC(=O)CSc1nnc(COc2ccccc2)n1Cc1ccco1	92	-4	0.9	8	-8	11	3	-11	1	0.76
CN1C(=O)NC2C1N(S(C)(=O)=O)CCN2S(C)(=O)=O (centres undefined)	102	1	1.1	-5	1	-6	15	6	0.8	0.92
CN(C(=O)CCn1c(=S)oc2ccccc21)c1ccc(F)cc1	97	-2	1	-5	-17	3	11	-3	0.9	1.1
Cc1cc(Cl)ccc1C(=O)C1CCCN(C(=O)c2snnc2C)C1 (centres undefined)	99	13	1	-2	-7	4	8	-4	0.9	1.1
CCOC(=O)c1c(C)c(C(=O)N2CCCCCC2)c(C)n1CC	100	-19	1.1	-6	2	12	21	-12	0.8	1
Cc1c([N+](=O)[O-])c(C(=O)Nc2ccc3c(c2)OCCO3)nn1C	117	4	0.8	18	3	-32	-5	32	1.1	1.6
COc1ccc(O)c(-c2[nH]ncc2C(=O)c2ccccc2C)c1	97	12	1	-3	-9	6	15	-6	0.8	0.62
O=C(c1cc(-c2cccnc2)nc2ccccc12)N1CCCc2ccccc21	89	3	1	-4	7	.	31	.	0.7	1.2

In the list so far, these contain an aryl thioether with sulfur outside any ring.
SMILES	STAT1 activator	G6PDH CS	FLuc act counter	FLuc inhib CS	TLR4-MyD88 BLA	APP 5UTR inh	Diaphorase inh	APP 5'UTR act	Diaph act CS	NF-kB expr up
O=C(CSc1nc2ncccc2[nH]1)c1ccc(F)cc1	111	13	1	1	2	-18	-18	18	1.2	1.8
O=c1c2ccccc2nnn1CSc1nnnn1-c1ccc(O)cc1	99	-3	1	2	-13	-11	-4	11	1	1.1
COC(=O)CSc1nc2ccc(N)cc2s1	91	14	0.9	5	11	9	38	-9	0.6	1.2
Cc1nnc(SCC(=O)NNC(=O)c2ccccc2)n1-c1ccccc1	105	9	1	2	9	-3	10	3	0.9	1
CCc1nnc(NC(=O)CSc2nnc(-c3ccc(S(=O)(=O)N4CCCC4)cc3)n2CC)s1	89	6	1	-4	2	1	13	-1	0.9	1.2
O=C(CSc1ccc(-c2ccco2)nn1)NCc1ccccc1Cl	99	-32	1	2	0	0	22	0	0.8	0.84
Cc1cc2ccc(C)c(C)c2nc1SCC(=O)c1cccs1	81	-53	1.1	-5	8	2	11	-2	0.9	0.71
COc1ccc(-c2ccc(SCc3cccnc3)nn2)cc1OC	99	0	1	5	1	-22	0	22	1	1
CCOC(=O)CSc1c(-c2ccccc2)c2cc(Cl)ccc2[nH]c1=O	97	-9	1.1	-6	5	-8	15	8	0.9	0.82
COc1ccc(C)cc1NC(=O)CSc1nnc(COc2ccccc2)n1Cc1ccco1	92	-4	0.9	8	-8	11	3	-11	1	0.76
